# Compound activity deposited in PubChem BioAssay by several laboratories.
# Rad51 HR inh: blocks human Rad51 in homologous recombination; actives 0.085% (n = 200,000); inhibition, % at 10 µM; Q06609; hRad51 DNA strand exchange, fluorescence dequenching;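 active = inhibition above 40% at the single screening dose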;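 note: 0% = DMSO control wells and 100% = blanks with heterologous ssDNA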
# Target sequence (Q06609 whole entry, looked up): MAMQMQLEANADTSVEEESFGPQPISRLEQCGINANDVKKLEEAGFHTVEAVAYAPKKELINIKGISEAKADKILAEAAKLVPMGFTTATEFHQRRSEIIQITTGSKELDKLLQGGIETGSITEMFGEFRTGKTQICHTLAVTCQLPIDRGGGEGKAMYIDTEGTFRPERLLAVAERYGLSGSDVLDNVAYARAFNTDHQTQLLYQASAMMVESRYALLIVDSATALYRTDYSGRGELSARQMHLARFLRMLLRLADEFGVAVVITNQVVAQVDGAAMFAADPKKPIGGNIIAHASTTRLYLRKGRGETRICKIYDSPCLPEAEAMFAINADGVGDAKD
#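 Read-out basis: percent inhibition relative to plate controls and blanks / Assay system: human Rad51 nucleoprotein filaments preassembled on unlabelled ssDNA / Timing: filaments 15 min 37 °C, then compound 30 min / Control set: per-plate controls and blanks / Technique: fluorescence dequenching at 485/520 nm / Compound: 10 µM final, single point / Also added: Fluorescein- and BHQ1-tagged 47-mer duplex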
# Mdm2 ligase inh: blocks human Mdm2 ubiquitin ligase activity. Q00987. cell-based MDM2 ubiquitination luciferase reporter, 2 h; 0 = plate control, 100 = twice control, blank-subtracted. signal enhancement, % at 5 µM. actives 0.11% (n = 210,000). AID 1230;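 active = signal enhancement of 30% or more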;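 note: luminescence tracks abundance of the self-degrading MDM2-luciferase fusion protein; higher signal means inhibition of MDM2 E3 ligase activity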
#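 Timing – 2 h compound exposure at 37 °C · Assay system – mammalian cells stably expressing self-ubiquitinating, self-degrading MDM2 E3–luciferase fusion · Amount – 2000 cells seeded into each well · Measure – % luminescence enhancement versus blank-corrected plate control mean · Measured by – SteadyLite luminescence, 15 min reagent step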
# p97 inhibitor: blocks human p97 ATPase activity; inhibition, % at 8 µM; actives 0.42% (n = 220,000); recombinant p97 ATPase, Kinase-Glo ATP luminescence, 3 h; in the data active = inhibition above about 15%;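 note: 0% = DMSO vehicle and 100% = wells lacking enzyme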
# eIF4E-4G inh: inhibitors of eIF4E and eIF4G interaction in translation initiation; inhibition, % at 21.7 µM; TR-FRET eIF4E-eIF4GI(517-606) binding, 2 h; actives 0.37% (n = 220,000); P63073+Q04637;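 active = inhibition above about 30%, limit read from the data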;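 note: 0% = full FRET control wells and 100% = background wells lacking eIF4GI fragment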
# KLK5 inh: kallikrein 5 (human) inhibition | Q9Y337 | recombinant hK5, fluorogenic AMC substrate cleavage | inhibition, % at 5 µM | actives 0.59% (n = 210,000);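 active = inhibition of 40% or more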;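 note: 0% = enzyme controls without compound and 100% = no-enzyme blanks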
# FXIa inh: blocks human coagulation factor XIa protease activity; inhibition, % at 5 µM; actives 0.14% (n = 220,000); AID 798; purified FXIa, Boc-Glu-Ala-Arg-AMC fluorogenic substrate; P03951;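 active = inhibition of at least 40%; inactive = inhibition below 40%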;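 note: fluorescence of freed AMC excited at 355 nm; 0% = enzyme without compound and 100% = no enzyme blank; many of its hits are not listed in these tables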
# FXIIa inh: factor XIIa (human) inhibition; inhibition, % at 5 µM; P00748; actives 0.3% (n = 220,000); purified FXIIa, Boc-QGR-AMC fluorogenic substrate, 2 h; AID 800; in the data active = inhibition above about 40%;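 note: 0% = enzyme with no compound and 100% = blank without enzyme; many of its hits are not listed in these tables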
# Target sequence (P00748 20-372 limits assumed): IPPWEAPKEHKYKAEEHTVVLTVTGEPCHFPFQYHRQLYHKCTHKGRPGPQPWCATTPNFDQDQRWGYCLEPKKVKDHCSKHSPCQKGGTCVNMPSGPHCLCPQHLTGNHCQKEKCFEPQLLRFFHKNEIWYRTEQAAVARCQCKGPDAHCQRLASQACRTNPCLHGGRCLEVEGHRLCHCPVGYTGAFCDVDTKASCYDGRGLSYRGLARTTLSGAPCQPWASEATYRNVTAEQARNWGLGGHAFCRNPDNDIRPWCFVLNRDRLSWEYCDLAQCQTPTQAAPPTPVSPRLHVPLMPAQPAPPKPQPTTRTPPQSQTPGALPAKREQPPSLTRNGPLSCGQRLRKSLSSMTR
# Target sequence (P00748 373-615 limits assumed): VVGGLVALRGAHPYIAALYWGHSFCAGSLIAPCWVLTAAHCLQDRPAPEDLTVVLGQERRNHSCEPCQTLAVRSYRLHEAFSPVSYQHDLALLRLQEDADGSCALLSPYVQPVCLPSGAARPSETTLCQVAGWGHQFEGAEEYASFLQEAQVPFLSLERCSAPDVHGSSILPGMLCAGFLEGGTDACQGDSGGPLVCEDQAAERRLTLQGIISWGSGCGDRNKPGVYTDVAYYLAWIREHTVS
# 14-3-3 Bad PPI: disrupts binding of bovine 14-3-3 zeta to phospho-Bad peptide. AID 781. inhibition, % at 21.7 µM. TR-FRET 14-3-3zeta/Dy647-pBad peptide displacement, 1 h. actives 0.71% (n = 220,000);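 active = inhibition above about 70%, limit read from the data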;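 note: 0% = full 14-3-3 plus peptide FRET controls and 100% = background without 14-3-3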
# Wee1 stabilizer: inhibitors of human Wee1 degradation. P30291. HeLa Luc-Wee1K328M stability, luciferase luminescence; 100% = proteasome inhibitor MG132 effect. reporter increase, % at 5 µM. actives 1.2% (n = 220,000). AID 1321;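 active = activation above the mean of all tested compounds plus 3 SD, set per screening run, cut at about 8.8% in these data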;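 note: cells exposed to compound for 20 h before luminescence read; 0% = DMSO alone and 100% = MG132 at 30 µM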
# * hit, by the source's call; / = no result given; [ ] = remark or other dose.
# Preview:
SMILES,Rad51 HR inh,Mdm2 ligase inh,p97 inhibitor,eIF4E-4G inh,KLK5 inh,FXIa inh,FXIIa inh,14-3-3 Bad PPI,Wee1 stabilizer
OC(COCC1COc2ccccc2O1)CN1CCN(c2ccccc2F)CC1 (stereo not drawn),-3,-1,-9,8[fluorescence artefact?],16,0,10,89*,0
CC(C)(C)c1ccc(CN2C(=O)CSC2=O)cc1,6,-5,-1,-1,-3,3,12,2,-5

# This part in full, from the start:
SMILES,Rad51 HR inh,Mdm2 ligase inh,p97 inhibitor,eIF4E-4G inh,KLK5 inh,FXIa inh,FXIIa inh,14-3-3 Bad PPI,Wee1 stabilizer
OC(COCC1COc2ccccc2O1)CN1CCN(c2ccccc2F)CC1 (stereo not drawn),-3,-1,-9,8[fluorescence artefact?],16,0,10,89*,0
CC(C)(C)c1ccc(CN2C(=O)CSC2=O)cc1,6,-5,-1,-1,-3,3,12,2,-5
CCCn1c(C)nc2c(c1=O)c1nc3ccccc3nc1n2CCC1=CCCCC1,-6,-15,0,0,-58,-4,7,0[fluorescence artefact?],1
CC(C)NC(=O)CC(=O)N/N=C/c1cccs1,3,11,7,4,5,2,8,-3,-3
COC(=O)C(NC(=O)c1ccccc1)(Nc1nccs1)C(F)(F)F (stereo not drawn),10,0,2,-7[fluorescence artefact?],-12,5,20,-12,-2
CNc1nc(N)c([N+](=O)[O-])c(NCC2CCCO2)n1 (stereo not drawn),8,-7,6,4,3,7,10,-3,-1
CCOC(=O)C1=C(C)N(c2ccc(OC)cc2)C(=O)/C1=C\c1ccc(O)c(OCC)c1,/,-4,-6,-4,4,6,11,-8,1
CC(C)(C)c1ccc(OCc2nc(-c3ccccn3)no2)c(Br)c1,8,-1,-11,3,44*,15,32,1,-1
CCOC(=O)CC1(c2ccc(OC)c(OC)c2)C(=O)c2ccccc2C1=O,-9,-10,-3,-5,-5,-6,-6,0,-1
CCCNc1cc(C)oc(=O)c1C(=O)CCC,9,-12,-2,-16,6,-3,5,0,3

# One compound at a time, from the list above.
# Entry for CCOC(=O)C1=C(C)N(c2ccc(OC)cc2)C(=O)/C1=C\c1ccc(O)c(OCC)c1 : Rad51 HR inh: /; Mdm2 ligase inh: -4; p97 inhibitor: -6; eIF4E-4G inh: -4; KLK5 inh: 4; FXIa inh: 6; FXIIa inh: 11; 14-3-3 Bad PPI: -8; Wee1 stabilizer: 1
# Entry for CC(C)(C)c1ccc(OCc2nc(-c3ccccn3)no2)c(Br)c1 : Rad51 HR inh: 8; Mdm2 ligase inh: -1; p97 inhibitor: -11; eIF4E-4G inh: 3; KLK5 inh: 44*; FXIa inh: 15; FXIIa inh: 32; 14-3-3 Bad PPI: 1; Wee1 stabilizer: -1

# Going on with the list:
SMILES,Rad51 HR inh,Mdm2 ligase inh,p97 inhibitor,eIF4E-4G inh,KLK5 inh,FXIa inh,FXIIa inh,14-3-3 Bad PPI,Wee1 stabilizer
Cc1ccc2c(c1)-c1c(ssc1=S)C(C)(C)N2C(=O)CSC1=NCCS1,-10,-5,-3,-15,-5,4,12,-2,-3
CC(C)CNC(=O)CN(C1CCCCC1)S(=O)(=O)c1ccccc1,-2,-5,-2,-4[fluorescence artefact?],-8,-10,-1,10,11*
COc1ccc(CCC2(C)NC(=O)NC2=O)cc1 (stereo not drawn),5,0,5,-5,16,5,18,4,0
c1ccc(C2=NN(c3ccccc3)C(c3ccco3)C2)cc1 (stereo not drawn),-1,-10,-5,0,9,-10,-2,7,-4
COc1ccc(NC(=O)c2cc3nc(-c4ccccc4)cc(C)n3n2)cc1OC,25,-13,3,-1,2,1,7,-5,1
Cc1ccc(C(=O)N/N=C\c2ccc(Br)o2)o1,3,-9,3,-4,-12,6,12,9,-3
Cc1coc2cc3oc(=O)c4c(c3cc12)CCCC4,-9,-22,-2,2,9,4,8,0,-1
S=C(N/N=C/c1ccccc1Cl)Nc1ccccc1,-1,-84,3,-5,12,-1,-7,-15[fluorescence artefact?],0
CC(C)CNc1nnnc2c1sc1nc(N3CCOCC3)c3c(c12)CCCC3,17,-8,0,3,-2,-6,0,17,-2
NS(=O)(=O)c1cccc(NC(=O)COC(=O)COc2ccc3ccccc3c2)c1,22,-4,5,3,5,-1,5,-14,-2
CCn1cc(C(C)NC(=O)Nc2ccccc2C(=O)OC)c(C)n1 (stereo not drawn),2,-10,0,1,-31,-9,-5,-6,-1
O=C(NCCN1CCOCC1)C12CC3CC(C1)CC(c1ccccc1)(C3)C2,15,-13,1,-2,-5,-2,6,-9,-2
COC(=O)COc1cccc(NS(=O)(=O)c2ccc(NC(C)=O)cc2)c1,-1,-11,-1,-5,-24,-6,4,56[fluorescence artefact?],0
COCCNCC(=O)Nc1ccc(OC(F)(F)F)cc1,-1,0,4,-1,-4,-1,-5,12,6
CCn1c(=O)cc(OCC(=O)NC(C)c2ccc3c(c2)OCCO3)c2ccccc21 (stereo not drawn),3,-16,-5,3,-18,-3,15,-1,1
CCCN(CC1CC1)C(=O)Nc1ccccc1C,3,-20,4,-1,7,3,-19,-3,-1
O=C(N/N=C/c1cccc([N+](=O)[O-])c1)C1CC(=O)N(c2ccc(Cl)cc2)C1 (stereo not drawn),1,-3,-5,-2,-3,-5,6,0,-1
CCCOC(=O)/C(C(N)=NCc1ccccc1)=C(\O)OCCC,0,5,-1,-4,-8,6,7,4,-2
Cc1nn(C(C)C(=O)Nc2ccc3c(c2)OCO3)c(C)c1[N+](=O)[O-] (stereo not drawn),/,3,5,0,14,-1,3,-7,0
O=C(CCc1ccccc1)NC(NC(=S)Nc1ccc(Br)cc1)C(Cl)(Cl)Cl (stereo not drawn),-7,-4,4,-6,-25,0,-3,8[fluorescence artefact?],-2
CCOC(=O)C1CCN(C(=O)CNC(=O)OC(C)(C)C)CC1,9,-15,1,10,-1,0,19,-7,2
COc1ccc(NC(=O)Nc2ccccc2F)cc1Cl,1,-3,-2,-2,4,1,/,1,4
O=C(O)CCCNS(=O)(=O)c1cccc2nsnc12,5,-20,4,-2,-1,-6,25,-5,1
CC12CCC(C(N)=O)(c3nc4ccccc4nc31)C2(C)C (stereo not drawn),18,-9,3,6[fluorescence artefact?],39,9,-8,-9[fluorescence artefact?],5
CC(=O)N1CC[n+]2c(-c3ccc(Cl)cc3)csc21,/,-10,-2,1[fluorescence artefact?],-13,5,9,3,1
CNS(=O)(=O)c1cccc(C(=O)OCC(=O)N2c3ccccc3CC2C)c1 (stereo not drawn),0,/,-7,0,-5,-7,2,-4,-2
COC(=O)c1cc2occc2n1CC(=O)N(C)C1CCCCC1,7,-3,-6,4,-11,2,13,-8,0
Cc1ccc(CS(=O)(=O)CCC(=O)NCCN2CCCC2)cc1,-3,-4,5,-2,3,4,16,13[fluorescence artefact?],-4
Cc1ccnc(N2CCC(C(=O)NCc3ccccc3F)CC2)n1,-5,-11,1,0,4,-2,13,-7,-2
CSc1nc2ccc(NC(=O)C3CC(=O)N(Cc4ccccc4)C3)cc2s1 (stereo not drawn),0,3,-1,3,-5,-6,0,-14,0
C#CCOCCOCCOCCNc1nc(N2CCN(C(=O)[C@H]([C@@H](C)O)n3cc(CCCCN)nn3)CC2)nc(N2CCN(C(=O)[C@H](C)n3cc(CCCN=C(N)N)nn3)CC2)n1,4,/,3,0,-9,-5,3,12,0
CC(=O)c1ccc(N2CCN(C(=O)c3cc4c(s3)CCCC4)CC2)cc1,-6,-21,-3,-8,-16,-2,1,-8,0
O=C(NC1=NCCS1)c1cc(-c2cccnc2)nc2ccccc12,0,-32,0,0,-2,-5,7,-7,2
COc1ccc(C(=O)Nc2ccc(S(=O)(=O)NC(C)=O)cc2)cc1[N+](=O)[O-],/,-1,8,-2,1,-1,5,-5,0
S=C(Nc1ccc(Cl)cc1Cl)Nn1cnnc1,-3,-11,6,5,0,7,11,-1,-2
Cc1ccc(C(=O)NC(NCc2ccco2)C(Cl)(Cl)Cl)cc1 (stereo not drawn),8,1,7,1[fluorescence artefact?],-15,5,11,-9,-2
Cc1cc(C2=CC(C)(c3cc(C)oc3C)Nc3nc(C(F)(F)F)nn32)c(C)o1 (stereo not drawn),10,-6,-11,3,-16,9,20,1,0
O=C(Nc1cccc2ccccc12)/C(Cl)=C/c1ccccc1,10,2,1,5,-7,8,13,-5,4
CC(OC(=O)Cn1c(C(F)(F)F)nc2ccccc21)C(N)=O (stereo not drawn),-10,-17,2,0,-11,-3,7,9,-1
CCC(C)n1cnc2c(c1=O)c1nc3ccccc3nc1n2-c1ccc2c(c1)OCCO2 (stereo not drawn),/,-6,-4,-14,-7,-5,4,5,0
Cc1ccc(OCc2nnc(NC(=O)OCC(C)C)s2)c(C)c1,/,-3,3,-6[fluorescence artefact?],-12,0,15,-2[fluorescence artefact?],-2
CCC(=O)Nc1nc2ccc(NC(=O)c3cc(OC)c(OC)c(OC)c3)cc2s1,-6,-2,-1,2,-2,-6,12,-3,1
Cc1cc(C)cc(NC(=O)Nc2cccc(S(N)(=O)=O)c2)c1,4,-11,8,-1,-7,-7,5,-8,-1
Cc1ccc(S(=O)(=O)N2CCN(C(=O)N(C)C)CC2)cc1,0,-8,4,1,4,-4,1,-10,-4
O=C(Nc1ccc2c(c1)OCO2)C1CCCN1C(=O)Nc1ccccc1F (stereo not drawn),-5,-11,2,-2,-21,1,9,-5,-2
CCN1C(=O)/C(=C\C=C2/C=CC=CN2CC)SC1=S,6,-22,0,7,-9,5,5,-26[fluorescence artefact?],2
NC(=S)Cc1nc2n(n1)Cc1ccccc1-2,5,-9,-4,/,-2,6,15,/,1
O=C(CSc1ccc(Cl)cc1)N1CCC(c2nc3ccccc3s2)CC1,25,18,-6,0[fluorescence artefact?],5,4,9,-1,-2
COc1cc(N=c2oc3c(C)ncc(CO)c3cc2C(N)=O)cc(OC)c1OC,17,2,1,-2,-11,-5,6,-11,-3
COc1ccc(OCCSc2nnc3c(Cl)cc(Cl)cn23)cc1,6,-15,0,4,-3,8,4,-4,-4
# (further entries)
SMILES,Rad51 HR inh,Mdm2 ligase inh,p97 inhibitor,eIF4E-4G inh,KLK5 inh,FXIa inh,FXIIa inh,14-3-3 Bad PPI,Wee1 stabilizer
N#CC1(Nc2cccc(Br)c2)C(=O)Nc2ccccc21 (stereo not drawn),-1,-8,7,2,7,9,4,2,-1
O=C(Nc1ccc(Br)cc1)c1ccc(CSC2=NCCS2)cc1,0,-20,0,-16,3,0,15,-2,-2
Cc1cc(C)nc(SCc2ccc(C(=O)N/N=C/c3ccncc3)cc2)n1,12,2,3,-1,-17,-5,-1,5,-3
O=C(COc1ccc(Cl)cc1)NCc1nnc(SCC(=O)c2ccccc2)o1,0,/,-2,1[fluorescence artefact?],0,2,12,-13[fluorescence artefact?],2
O=C(Nc1ccon1)c1ccc(S(=O)(=O)N2CCOCC2)cc1,/,-26,0,4,/,16,20,2,-3
Cc1ccc(-n2c(SCC(=O)N3c4ccccc4Sc4ccccc43)nnc2-c2ccncc2)cc1,-3,-14,6,5,-8,4,6,4,-3
CCOC(=O)c1cc2ccc(OC)c(OC)c2c(=O)s1,-3,-3,-3,-5,-2,10,11,-14,0
O=C(O)c1ccc2nc(-c3ccco3)c(-c3ccco3)nc2c1,36,2,26*,12,-13,-2,3,22,7
CSc1ccc(C(=O)C2CCCN(S(=O)(=O)c3c(C)noc3C)C2)cc1 (stereo not drawn),14,1,3,1,0,-1,4,-12,-1
O=C1N=C(N2CCCCC2)S/C1=C\c1ccncc1,/,-7,7,-3,4,6,9,0,-4
